HTT cytoprotect = Huntington cell model cytoprotection by ATP luminescence. Potency, µM (titrated, usually from 56.4 µM), for inactives: cytoprotection (ATP increase), most hits filed as activators. 230,000 compounds, 0.14% hits. PC12 HTT-Q103 induced, cytoprotection, ATP luminescence, 40 h;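 further: potency means the concentration at half of the fitted maximal effect; % of control where 0% means no effect; nearly all actives have a fitted effect of over 45% in size; toxic huntingtin expression switched on by the ecdysone agonist tebufenozide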
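Readout: ATPlite luminescence (ATP level). Model: stable PC12, inducible Htt exon1 Q103-GFP. Inducer: tebufenozide, 100 nM final. Compounds: dose series. No G418 in medium.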
CBFb-RUNX1 inh = blocks binding between human CBF-beta and RUNX1; Q01196+Q13951; AlphaScreen CBFb-His/RUNX1-biotin binding, biochemical; Potency, µM (series often up to 59.8 µM), for the others: at the top dose activity, negative = inhibition, most hits filed as inhibitors; 230,000 tested, under 10 active; AID 1477; further: % of control where 0% means no effect
Target sequence (Q01196 whole entry, looked up): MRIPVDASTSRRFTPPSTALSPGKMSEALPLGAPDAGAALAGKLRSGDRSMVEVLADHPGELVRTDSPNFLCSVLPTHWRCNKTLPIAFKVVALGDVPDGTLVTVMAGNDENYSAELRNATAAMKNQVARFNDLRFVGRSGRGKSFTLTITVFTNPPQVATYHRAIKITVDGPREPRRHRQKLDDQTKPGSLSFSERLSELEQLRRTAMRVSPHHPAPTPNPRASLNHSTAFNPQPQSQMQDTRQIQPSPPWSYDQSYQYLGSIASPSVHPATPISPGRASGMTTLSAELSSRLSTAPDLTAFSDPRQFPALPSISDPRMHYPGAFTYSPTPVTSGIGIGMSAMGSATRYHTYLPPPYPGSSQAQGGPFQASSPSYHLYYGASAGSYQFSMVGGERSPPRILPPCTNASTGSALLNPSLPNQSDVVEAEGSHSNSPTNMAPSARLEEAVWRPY
Target sequence (Q13951 whole entry, looked up): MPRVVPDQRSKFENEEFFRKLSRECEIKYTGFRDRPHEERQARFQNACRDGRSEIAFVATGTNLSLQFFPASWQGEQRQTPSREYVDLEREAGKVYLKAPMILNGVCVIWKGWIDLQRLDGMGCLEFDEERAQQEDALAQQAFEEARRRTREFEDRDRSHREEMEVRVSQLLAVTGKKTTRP
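CBFb-His/RUNX1-biotin, 30 nM each, preincubated 20 min RT; compound 15 min RT; Ni + streptavidin beads 50 ng each, 90 min RT; AlphaScreen read.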
GAA inh = alpha-glucosidase (human) inhibition; P10253; Potency, µM (doses to about 76.9 µM), for inactives: at the top dose activity change, negative = inhibition, hits mostly inhibitors; 200,000 compounds, 0.005% hits; AID 1466; purified human GAA, 4-MU-alpha-glucoside fluorescence;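 further: potency means the concentration at half of the fitted maximal effect; plate controls were uninhibited enzyme wells for no effect and no-enzyme background for full effect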
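Read-out is 4-methylumbelliferone fluorescence (Ex 365/Em 440 nm) after NaOH/glycine stop at pH 10. Enzyme 4 nM, substrate 400 uM, pH 5.0 citrate buffer, 20 min room temperature; AC50 from Hill-equation concentration-response.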
HttQ103 aggreg = mutant huntingtin aggregation inhibition; AID 1688; Potency, µM (titrated, usually from 46.1 µM), without a hit: at the highest dose activity change, negative = inhibition, most hits filed as inhibitors; 220,000 compounds, 1.1% hits; PC12 HttQ103-GFP aggregates, Acumen cytometry, 40 h; further: potency means the concentration at half of the fitted maximal effect; on the % scale 0 is the no-effect control and ±100 the full control effect; nearly all actives have a fitted effect of over 60% in size
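Quantitative HTS on tebufenozide-induced (100 nM) PC12 cells stably expressing polyQ103 Huntingtin exon 1–GFP. Reduction of bright GFP aggregates, detected by laser scanning cytometry after lysis, identified actives across the titration.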
Lamin A splicing = changes lamin A minigene splicing in HeLa cells | HeLa LMNA splicing GFP/RFP minigene ratio, 48 h | Potency, µM (highest dose often 46.1 µM), without a hit: at the highest dose ratio change, negative = inhibition, hits mostly inhibitors | 200,000 compounds, 0.01% hits | AID 1487; active means well fitted inhibition curve with a large enough effect in the signal ratio, with a control signal flat, not every such curve was filed as active; inconclusive means small, poorly fitted or top-dose-only effect, or effect the other way, or a change in a side signal; the % refers to the signal ratio; further: potency means the concentration at half of the fitted maximal effect; on the % scale 0 is the no-effect control and ±100 the full control effect
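Read-out is the ratio of GFP to DsRed2 object intensity, acquired by 488 nm laser-scanning cytometry on HeLa lamin A-EGFP minigene reporter cells. Compound incubation 48 hrs at 37 °C in Opti-MEM with 2% FBS; DMSO 0.5% final.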
GAA spleen mod = lysosomal alpha-glucosidase (human) modulation. P10253. human spleen homogenate, 4-MU-alpha-glucoside fluorescence. Potency, µM (top dose mostly 79.9 µM), for the others: top-dose activity change, negative = inhibition, most hits filed as inhibitors. 240,000 compounds, 0.006% hits;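 further: potency means the concentration at half of the fitted maximal effect; 0% = enzyme with vehicle and -100% = no enzyme basal signal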
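Human spleen homogenate (1 ug) with 4-methylumbelliferyl-alpha-D-glucopyranoside (1 mM final) in 50 mM citrate/phosphate pH 5.0, 0.01% Tween-20; 40 min at 37 C. Stopped at pH 10; 4-MU fluorescence Ex 365/Em 440 nm; AC50 by Hill fit.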
GAA glycogen mod = alters human alpha-glucosidase cleavage of glycogen; P10253; recombinant GAA, glycogen substrate, Amplex Red glucose oxidase fluorescence; Potency, µM (highest dose often 76.4 µM), for inactives: top-dose activity change, negative = inhibition, actives largely listed as inhibitors; 300,000 compounds, 0.38% hits; AID 2100;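 further: potency means the concentration at half of the fitted maximal effect; 0% = full enzyme reaction and -100% = no-enzyme basal signal; the screen sought inhibitors and activators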
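Recombinant human alpha-glucosidase (4 nM final) hydrolysed bovine liver glycogen (30 ug) for 40 min at 37 C in pH 5.0 citrate/phosphate with 0.01% Tween-20. Released glucose detected by glucose oxidase/Amplex Red, Ex 573/Em 610 nm. Compounds up to 77 uM; AC50 from Hill fits.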
* hit, by the source's call; ? = inconclusive; nt = no result given; & = joins results of further samples; [ ] = another dose, or the depositor's remark. Unless noted, the call rests on the fitted dose curve; in most records, active means well fitted curve in the direction sought with a large enough effect; inconclusive means small, poorly fitted or top-dose-only effect, or another doubt; inactive means no such curve, though single readings can be large; an effect the other way counts as inactive or inconclusive.

SMILES	HTT cytoprotect	CBFb-RUNX1 inh	GAA inh	HttQ103 aggreg	Lamin A splicing	GAA spleen mod	GAA glycogen mod
COc1cc(/C=N/OCC(=O)Nc2ccc(OC(F)F)cc2)ccc1OCc1ccccc1	-6%[10 µM]	1%	4%	-11%	?	1%	6%
CCOC(=O)N1CCC(NC(=O)C2CCN(C(=O)c3cc4oc(C)cc4n3Cc3c(F)cccc3Cl)CC2)CC1	12%	-12%	?	12%[9.22 µM]	nt	-4%	?
O=C(N/N=C/C=C/c1ccccc1)c1ccccc1Br	-1%	2%	-1%	9%	2%	-7%	12%
O=C(O)c1cn(Cc2ccccn2)c(=O)c2ccccc12	-17%	-3%	0%	17%	8%[9.22 µM]	nt	2%
CC1=CC[C@@]2(CO)COC(c3ccccc3O)C1C2 (stereo partly drawn)	-16%	-6%	nt	nt	nt	-3%	nt
C/C(=N\Nc1ccc2nncn2n1)c1ccc(Br)s1	19%[10 µM]	-2%	nt	-3%[9.22 µM]	nt	-8%	-1%
CCn1cc(Br)c(C(=O)Nc2ccccc2C(=O)OC)n1	nt	12%	5%	13%	nt	-29%	-7%
CC12CCC(C(=O)N(CSC(=S)N/N=C\c3ccccc3)C1=O)C2(C)C (stereo not drawn)	34%[10 µM]	3%	?	-8%	-3%	-1%	-9%
O=C(c1ccco1)N1CCN(c2ncnc3c2nnn3Cc2ccccc2Cl)CC1	12%[10 µM]	5%	-6%	-16%	?	-8%	0%
COc1c(C2=CC(=O)N(C)C2=O)c2c(n1C)C(=O)c1ccccc1C2=O	14µM*	-5%	nt	nt	nt	10%	nt
CC1=CC(=O)C=C(C)C1=NOS(=O)(=O)c1ccccc1	-111%[inhibitor]	2%	-8%	20%[9.22 µM]	2%	-10%	5%
C/C(=N\NC(=O)OC(C)(C)C)c1ccc[nH]1	-56%[inhibitor]	3%	2%	12%	-6%[46 µM]	-2%	-14%
O=[N+]([O-])c1ccc2c(c1)S(=O)c1ccccc1-2 (stereo not drawn)	-9%&23%[10 µM]	-1%	nt	-12%[9.22 µM]	nt	7%	-3%
CCCCCCCOC(=O)C[N+](C)(C)CCOC1CC2CCC1(C)C2(C)C (stereo not drawn)	-6%[10 µM]	1%	-7%	?	?	0%	-1%
CCC(C)Nc1nc2c(c(=O)[nH]c(=O)n2C)n1CCC(C)C (stereo not drawn)	-22%[10 µM]	-2%	-3%	-27%	-5%	-1%	0%
COc1cccc(=O)c2c(C)n(-c3ccc(C(=O)O)cc3)c(C)c12	7%[10 µM]	?	?	14%[9.22 µM]	-10%[46 µM]	-4%	9%
O=C(CSc1nc2ccccc2[nH]1)NC1CCS(=O)(=O)C1 (stereo not drawn)	1%	3%	-6%	16%	-2%	-2%	1%
COc1ccc(NC(=O)COC(=O)CCCc2c[nH]c3ccccc23)cc1OC	12%	-4%	-5%	9%	5%	-4%	-6%
O=C(Nc1cccc(F)c1)c1ccc(S(=O)(=O)NCC2CCCO2)cc1 (stereo not drawn)	-4%	-2%	-3%	-32%	?	-2%	5%
CC(=O)N1CSCC1C(=O)NNS(=O)(=O)c1cccc(C(F)(F)F)c1 (stereo not drawn)	20%[10 µM]	-4%	nt	12%[9.22 µM]	nt	1%	-2%
Cc1cc(NC(=O)CCCn2nc([N+](=O)[O-])c(Cl)c2C)no1	nt	1%	3%	11%	nt	-5%	7%
COc1ccc(N(CC(=O)Nc2ccc(S(=O)(=O)N3CCCC3)cc2)S(C)(=O)=O)cc1OC	3%[1.9 µM]	7%	?	-6%	-3%	-19%	-6%
COc1ccc(OC)c(CC(NC(C)=O)C(=O)NC2CCN(c3nc(OC)nc(OC)n3)CC2)c1 (stereo not drawn)	-41%[inhibitor]	19%	3%	-3%	nt	2%	0%
CN1CCN(C2=Cc3ccccc3Oc3ccc(Cl)cc32)CC1	-10%&1%	3%	nt	nt	nt	6%&0%	nt
Oc1c(C=Nc2cccc3nsnc23)ccc2ccccc12	-67%[inhibitor]	-3%	-2%	-5%	-18%	-15%	3%
O=C(Cn1c(C(F)(F)F)nc2ccccc21)Nc1ccccc1C(=O)O	-32%[inhibitor]	-6%	4%	1%	nt	-2%	-1%
CC(C)N1C(=O)/C(=C\c2nc3ccccc3c(=O)[nH]2)c2ccccc21	nt	-1%	2%	9%	?	7%	2%
O=C(COC(=O)CCCOc1ccc(Cl)cc1Cl)Nc1cccc(Cl)c1	?	26%	-10%	-1%	1%	10%	-8%
CC(C)(CN1CCc2ccccc2C1)NS(=O)(=O)c1ccc(Cl)cc1	15%[10 µM]	7%	nt	-8%[9.22 µM]	nt	-2%	4%
O=C(CSc1ccc([N+](=O)[O-])cc1)NCC1CCCCC1	-20%	7%	-4%	-12%	nt	-6%	8%
CC(C)(C)N1C(=O)[C@H]2[C@H]3[C@H](O)[C@H](O)C/C(=N/NC(=O)OCc4ccccc4)[C@H]3CC[C@@H]2C1=O	-24%[10 µM]	2%[13.1 µM]	nt	nt	nt	-1%[17.4 µM]	nt
COc1ccc(CC(C)N2CCN(c3ccccc3)CC2)cc1OC (stereo not drawn)	9%	-8%	0%	-12%[9.22 µM]	-2%	-4%	-7%
Cc1ccc2c(c1)COc1c3ccc(C(=O)N4CCOCC4)cc3nn1-2	-20%[10 µM]	8%	nt	-8%[9.22 µM]	nt	-12%	6%
COC(=O)C/C=C/[C@@H](C)[C@H](NC(=O)OCC(Cl)(Cl)Cl)c1cccc(OC)c1	?	1%	nt	nt	nt	-5%	nt
COc1ccc(Cl)cc1C(=O)Nc1ccc(NC(C)=O)cc1	-1%	4%	12%	11%	nt	-3%	13%
O=C(CSC1=NCCS1)Nc1nc2c(s1)CCCC2	28%	-14%	?	-10%	-5%	-16%	-2%
CN(C)CCOC(=O)/C(=C/c1cn(C)c2ccccc12)NC(=O)c1ccccc1	10%[10 µM]	-5%	-5%[15.4 µM]	-7%[9.22 µM]	nt	-11%	6%
Cc1cc(C)c(C)c(S(=O)(=O)NC(C)C(=O)O)c1C (stereo not drawn)	18%[10 µM]	8%	nt	-2%[9.22 µM]	nt	-7%	2%
Cc1cccc2cc(CN(Cc3ccc(F)cc3)C(=O)N3CCOCC3)c(=O)[nH]c12	-5%[1.9 µM]	5%	?	-1%	-7%	-4%	8%
COc1ccc(NC(=O)CC2C(=O)N(c3cccc(OC)c3)C(=O)N2C(C)C)cc1 (stereo not drawn)	15%[10 µM]	4%	0%	-14%	nt	2%	-7%
NNc1nc2sc3c(c2c(=O)n1C1CCCCC1)CCN(Cc1ccccc1)C3	11%[10 µM]	-6%	5%	1%[9.22 µM]	nt	-7%	?
CCOc1cc2c(cc1/C=C/C(=O)O)OC(C)C2 (stereo not drawn)	14%[10 µM]	17%	nt	-9%[9.22 µM]	nt	22%	-5%
Cc1ccc2nc(-c3ccc(NC(=O)COC(=O)c4ccc(=O)[nH]c4)cc3)sc2c1	-28%[0.074 µM]	-2%	-1%	2%	3%	-6%	-3%
Cc1ccc(N=CNc2ccc(C)cc2C)c(C)c1	9%[10 µM]	0%	nt	-3%[9.22 µM]	nt	-4%	-2%
C=Cc1cccc(C)c1	-27%	-3%[21.7 µM]	nt	nt	nt	-10%	nt
CCOc1ccccc1NC(=O)Cn1c(=O)sc2ccccc21	28%[10 µM]	10%	-1%	-8%[9.22 µM]	?	1%	-9%
COc1ccccc1N1CCN(C(=O)/C=C/c2c(Cl)nc3ccccn23)CC1	-21%	19%	-16%	-20%	nt	nt	1%
O=S1(=O)CCC(N=Cc2cc(Br)ccc2O)C1 (stereo not drawn)	-6%	5%	2%	-30%	10%	6%	2%
COc1ccc(N2C(=O)C3CCCN3C2c2cc(OC)c(OC)c(OC)c2)cc1 (stereo not drawn)	-13%	-15%	-10%	6%	-1%	13%	-2%

Screening data as filed in PubChem.
